Screens: PubChem, several laboratories
PfHsp40 rescue: rescue of PfHsp40-mediated yeast toxicity; S. cerevisiae expressing PfHsp40, growth rescue, ATP luminescence; 340,000 tested, 0.68% active; AID 504582; growth rescue, % at 12.5 µM; in the data active = growth rescue above about 28%, passing the limit was not always enough; inconclusive = no clear call, values can overlap the other calls;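 also: yeast W303a lacking pdr1 and pdr3 grown in galactose medium; growth measured after three days at 30 °C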
Y pestis TopoI: inhibitors of Yersinia pestis topoisomerase I. Y. pestis Topo-I cleavage product accumulation, plate reader. activity, % at 10 µM. 360,000 tested, 0.064% active. AID 504884; in the data active = activity above about 50%, passing the limit was not always enough; inconclusive = no clear call, values can overlap the other calls; also: inactives centre near 2
Vc quorum ag: induces V. cholerae light production without autoinducers. V. cholerae BH1578 lux reporter, luminescence, 6 h. activation, % at 18.7 µM. 350,000 tested, 0.16% active. AID 588436; in the data active = activation mostly above about 9.7%, no sharp cut-off; inconclusive = no clear call, values can overlap the other calls; inactive = mostly below about 3.7%; also: not every result past the cut was called active; inactives centre near 0; reference of the scale not given here
TcdB GH inh: inhibitors of Clostridioides difficile toxin B glycohydrolase; P18177; TcdB glycohydrolase enzymatic assay, plate reader; inhibition, % at 9.99 µM; 350,000 tested, 0.24% active; AID 652162; in the data active = inhibition above about 10%
Target sequence (P18177 whole entry, looked up): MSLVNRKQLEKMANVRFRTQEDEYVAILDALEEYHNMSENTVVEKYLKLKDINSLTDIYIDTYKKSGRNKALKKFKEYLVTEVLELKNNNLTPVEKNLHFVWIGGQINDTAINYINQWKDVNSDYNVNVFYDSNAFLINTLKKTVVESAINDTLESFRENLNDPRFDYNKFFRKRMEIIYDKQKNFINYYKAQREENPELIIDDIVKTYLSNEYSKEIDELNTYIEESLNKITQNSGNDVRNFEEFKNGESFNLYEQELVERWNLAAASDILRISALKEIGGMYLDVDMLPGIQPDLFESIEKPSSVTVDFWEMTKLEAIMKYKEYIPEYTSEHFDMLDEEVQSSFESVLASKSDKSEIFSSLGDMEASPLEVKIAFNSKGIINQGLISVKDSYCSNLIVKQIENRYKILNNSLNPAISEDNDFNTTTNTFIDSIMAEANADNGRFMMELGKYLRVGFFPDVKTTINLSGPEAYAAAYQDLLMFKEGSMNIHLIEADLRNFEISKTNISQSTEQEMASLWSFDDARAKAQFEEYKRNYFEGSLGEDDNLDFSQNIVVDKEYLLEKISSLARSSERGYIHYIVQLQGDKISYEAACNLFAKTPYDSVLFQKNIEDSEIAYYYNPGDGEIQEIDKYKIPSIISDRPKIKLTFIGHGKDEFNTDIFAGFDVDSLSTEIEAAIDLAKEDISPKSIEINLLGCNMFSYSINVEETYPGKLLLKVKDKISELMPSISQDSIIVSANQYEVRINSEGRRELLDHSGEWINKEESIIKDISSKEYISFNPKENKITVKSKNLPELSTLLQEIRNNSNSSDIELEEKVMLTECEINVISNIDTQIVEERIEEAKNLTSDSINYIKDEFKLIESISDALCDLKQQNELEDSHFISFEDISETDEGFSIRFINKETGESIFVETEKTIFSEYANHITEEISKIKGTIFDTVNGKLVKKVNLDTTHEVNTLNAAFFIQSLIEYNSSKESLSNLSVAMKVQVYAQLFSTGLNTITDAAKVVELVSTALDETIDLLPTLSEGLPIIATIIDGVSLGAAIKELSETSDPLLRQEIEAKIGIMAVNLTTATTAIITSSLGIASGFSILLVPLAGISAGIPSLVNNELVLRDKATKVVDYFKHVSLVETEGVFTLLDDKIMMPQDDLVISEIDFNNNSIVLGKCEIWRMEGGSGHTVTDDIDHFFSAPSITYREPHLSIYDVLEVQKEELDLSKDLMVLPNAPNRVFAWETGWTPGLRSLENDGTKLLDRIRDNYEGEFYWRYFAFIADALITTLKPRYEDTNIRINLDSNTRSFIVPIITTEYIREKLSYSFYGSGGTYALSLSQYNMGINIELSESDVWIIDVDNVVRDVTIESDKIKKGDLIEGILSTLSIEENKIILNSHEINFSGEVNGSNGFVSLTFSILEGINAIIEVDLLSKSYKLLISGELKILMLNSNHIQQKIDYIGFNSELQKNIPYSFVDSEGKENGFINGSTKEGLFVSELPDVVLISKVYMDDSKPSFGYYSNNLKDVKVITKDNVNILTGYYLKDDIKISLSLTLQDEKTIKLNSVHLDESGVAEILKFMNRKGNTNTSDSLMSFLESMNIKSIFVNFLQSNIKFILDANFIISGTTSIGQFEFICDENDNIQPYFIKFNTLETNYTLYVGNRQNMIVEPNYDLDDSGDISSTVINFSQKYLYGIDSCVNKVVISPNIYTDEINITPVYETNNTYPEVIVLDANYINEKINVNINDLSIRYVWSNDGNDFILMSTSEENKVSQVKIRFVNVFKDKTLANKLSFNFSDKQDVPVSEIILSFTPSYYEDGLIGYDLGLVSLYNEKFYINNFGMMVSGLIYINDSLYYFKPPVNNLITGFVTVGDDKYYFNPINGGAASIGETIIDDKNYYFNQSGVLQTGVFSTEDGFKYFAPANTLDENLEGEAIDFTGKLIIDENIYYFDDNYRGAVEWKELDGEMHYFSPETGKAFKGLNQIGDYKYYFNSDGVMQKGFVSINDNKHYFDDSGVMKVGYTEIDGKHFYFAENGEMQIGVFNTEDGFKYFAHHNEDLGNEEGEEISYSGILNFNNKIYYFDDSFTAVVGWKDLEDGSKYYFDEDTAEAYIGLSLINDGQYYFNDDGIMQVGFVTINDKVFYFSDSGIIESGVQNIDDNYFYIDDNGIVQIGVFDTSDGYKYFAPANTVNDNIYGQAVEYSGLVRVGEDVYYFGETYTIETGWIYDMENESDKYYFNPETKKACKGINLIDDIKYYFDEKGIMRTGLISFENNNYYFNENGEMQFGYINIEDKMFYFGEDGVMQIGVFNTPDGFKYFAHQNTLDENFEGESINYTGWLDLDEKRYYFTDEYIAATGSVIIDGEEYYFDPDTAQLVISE
BoNT-A LC inh2: blocks Botulinum neurotoxin A light chain protease | inhibition, % at 10 µM | multiplex microsphere protease substrate cleavage, flow cytometry | 360,000 tested, 0.17% active | AID 588499; also: plate controls were buffer without enzyme for full effect and enzyme alone for no effect
3CLpro inhibitor: SARS-CoV 3CLpro protease inhibition; inhibition, % at 6 µM; P0C6X7; recombinant SARS-CoV 3CLpro, quenched FRET peptide cleavage; 290,000 tested, 0.14% active; in the data active = inhibition above about 12%
PrPC TRFRET: reduces human prion protein on the cell surface. P04156. cell surface PrPC, TR-FRET read-out. inhibition, % at 13.8 µM. 370,000 tested, 0.43% active. AID 720596; in the data active = inhibition above about 24%; also: 0% = median of the test wells and 100% = reference compound wells
Anthrax LF prot: anthrax lethal factor protease inhibition | P15917 | inhibition, % at 10 µM | 360,000 tested, 0.12% active | AID 588501 | multiplex microsphere protease cleavage assay, LF; also: plate controls were buffer without enzyme for full effect and enzyme alone for no effect
SSB-PriA inh: inhibitors of Klebsiella pneumoniae PriA binding to SSB C-terminal tail; AlphaScreen SSBct-PriA binding, biotinylated peptide; inhibition, % at 33 µM; 430,000 tested, 0.6% active; AID 1272365; in the data active = inhibition mostly above about 37%, no sharp cut-off; inactive = mostly below about 20%;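 also: plate controls were negative control peptide for no effect and reference peptide for full effect; strong numbers were not always called active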
* marks the source's active call; other numbers are inactive results; i = inactive; ? = inconclusive; . = no result given; & = joins results of further samples. Rule as the data show it, unless noted: active = inhibition above about 30%; inconclusive = no clear call, values can overlap the other calls; inactive = below that.

SMILES | PfHsp40 rescue | Y pestis TopoI | Vc quorum ag | TcdB GH inh | BoNT-A LC inh2 | 3CLpro inhibitor | PrPC TRFRET | Anthrax LF prot | SSB-PriA inh
O=C(CCN1CCOCC1)Nc1ccc(Br)cc1C(=O)c1ccccc1 | -0.6 | 9 | i | 2.9 | -1.2 | -2 | -9 | -5 | 2
Cc1cc(NS(=O)(=O)c2ccc(NC(=S)NC(=O)c3ccc(Cl)cc3Cl)cc2)no1 | -0.4 | -2 | -0.4 | . | 0.3 | 6 | 5 | 0 | 2
COc1ccc2c(c1)c(C(=O)N/N=C/c1ccc(O)c(O)c1)c(C)n2C | -1.0 | -5 | -3.3 | . | -1.5 | -2 | 4 | -3 | .
Cc1ccc(NC(=O)COc2coc(CN3CCN(c4ccccc4)CC3)cc2=O)cc1 | 0.8 | 3 | -3.5 | -1.7 | 0.0 | . | 4 | 0 | -2
Cc1cccc(NC(=O)CCNS(=O)(=O)c2cccc3nonc23)c1C | -1.5 | 0 | -0.5 | 1.2 | -0.4 | -2 | -5 | 2 | 7
CCC(C)(C)n1nnnc1C(c1ccncc1)N1CCN(c2cccc(OC)c2)CC1 (stereo not given) | -1.7 | -1 | -0.3 | 0.7 | ? | -4 | 5 | -4 | 13
CCN(CC(=O)Nc1ccc(NC(C)=O)cc1)C(=O)/C=C/c1cn(Cc2ccccc2)nc1-c1cccnc1 | 0.4 | 28 | -1.4 | 0.4 | -4.1 | . | -8 | -3 | 7
O=C(c1cccs1)N1C[C@H](O)[C@@H](n2cc(-c3ccc(F)cc3)nn2)C[C@@H]1c1ccccc1 | . | 12 | -0.2 | 0.8 | 0.1 | . | -3 | 2 | .
Cc1ccc(NC(=O)Nn2cnnc2)c(C)c1 | -0.2 | 0 | i | -0.4 | 1.6 | -4 | -3 | -3 | -33
CCC1CCCCN1CC(O)Cn1c2ccccc2n2c(=O)cc(C)c(C#N)c12 (stereo not given) | -2.3 | -4 | 3.6 | . | 0.1 | -2 | -6 | 1 | -4

Of the compounds above, two contain an aryl methoxy group:
SMILES | PfHsp40 rescue | Y pestis TopoI | Vc quorum ag | TcdB GH inh | BoNT-A LC inh2 | 3CLpro inhibitor | PrPC TRFRET | Anthrax LF prot | SSB-PriA inh
COc1ccc2c(c1)c(C(=O)N/N=C/c1ccc(O)c(O)c1)c(C)n2C | -1.0 | -5 | -3.3 | . | -1.5 | -2 | 4 | -3 | .
CCC(C)(C)n1nnnc1C(c1ccncc1)N1CCN(c2cccc(OC)c2)CC1 (stereo not given) | -1.7 | -1 | -0.3 | 0.7 | ? | -4 | 5 | -4 | 13

Two of these compounds in a different format.
SMILES	PfHsp40 rescue	Y pestis TopoI	Vc quorum ag	TcdB GH inh	BoNT-A LC inh2	3CLpro inhibitor	PrPC TRFRET	Anthrax LF prot	SSB-PriA inh
O=C(c1cccs1)N1C[C@H](O)[C@@H](n2cc(-c3ccc(F)cc3)nn2)C[C@@H]1c1ccccc1	.	12	-0.2	0.8	0.1	.	-3	2	.
Cc1ccc(NC(=O)Nn2cnnc2)c(C)c1	-0.2	0	i	-0.4	1.6	-4	-3	-3	-33

(list continues)
SMILES | PfHsp40 rescue | Y pestis TopoI | Vc quorum ag | TcdB GH inh | BoNT-A LC inh2 | 3CLpro inhibitor | PrPC TRFRET | Anthrax LF prot | SSB-PriA inh
CCc1ccccc1NS(=O)(=O)c1cc(C)ccc1OC | 0.7 | -1 | -3.3 | . | -0.2 | 3 | -1 | 1 | -1
Cc1ccc(-c2nc(CS(=O)(=O)CC(=O)NC3CCCCC3C)c(C)o2)cc1 (stereo not given) | 0.3 | 8 | -0.2 | -3.2 | 0.7 | 3 | 5 | -2 | -4
CCNC(C(=O)c1c[nH]c2c(CC)cccc12)c1ccccc1 (stereo not given) | -0.3 | -14 | -0.3 | 0.5 | 1.5 | 2 | -18 | -9 | -5
CCCCn1c(N)c(N(CC(C)C)C(=O)CCNC(=O)c2ccc(Cl)cc2)c(=O)[nH]c1=O | -1.2 | -1 | -0.3 | 1.2 | -0.3 | . | -1 | 1 | -2
CC(C)c1ccc(NC(=O)Nc2cnccn2)cc1 | 0.1 | 8 | -0.5 | 1.6 | -0.5 | 3 | 11 | -1 | -10
CCCCN(C(=O)c1c(CC)noc1C)c1c(N)n(CC(C)C)c(=O)[nH]c1=O | -1.9 | -4 | i | 0.6 | -0.5 | . | -6 | -5 | 2
Cc1ccc(-n2nc3c(=O)n(C(C)C(=O)NC4CC4)nc(C)c3c2C)cc1 (stereo not given) | -0.4 | -2 | i | 0.0 | 0.4 | 6 | 8 | 0 | -2
CC1=CC2/C=C(\C)CCC(O)C(O)/C=C/C(=O)C23C(=O)NC(CC(C)C)C3C1C (stereo not given) | -0.5 | 22 | -0.3 | . | 0.0 | 0 | . | -6 | .
CCn1c(C)nc2c(C)[n+](CC(=O)c3ccc(Br)cc3)ccc21 | -1.0 | 2 | -0.1 | 0.3 | 0.1 | -4 | 0 | 1 | -1
CC(C)Cn1c(N)c(C(=O)COC(=O)c2cc(S(=O)(=O)N3CCOCC3)ccc2Br)c(=O)n(C)c1=O | 1.9 | 18 | -2.7 | 0.8 | -0.1 | . | -2 | -10 | 5
C[C@H](CO)N1C[C@H](C)[C@H](CN(C)C(=O)Nc2cccc(C(F)(F)F)c2)OCc2cnnn2CCCC1=O | . | -1 | -0.4 | 2.0&0.6 | -0.8 | . | -5 | -2 | .
O=C(C[n+]1ccc(C(=O)N/N=C/c2ccc(OCc3ccccc3)cc2)cc1)c1ccccc1 | 4.4 | -37 | 1.4 | 0.3 | 2.1 | -3 | 0 | 0 | .
O=C(CCSc1ccc(Cl)cc1)N1CCN(S(=O)(=O)c2ccccc2)CC1 | 1.7 | 20 | i | -1.1 | 0.0 | . | 17 | -8 | -7
CC1(C)NC(=O)N(CCOc2ccc3c(c2)CCC3)C1=O | -0.3 | 7 | 2.8 | . | 0.2 | -1 | -6 | 0 | 19
N#Cc1ccccc1NC(=O)CN1CCN(Cc2ccccc2)CC1 | -1.2 | -1 | -0.4 | 1.6 | 2.2 | -5 | 3 | -1 | 3
Cc1ccsc1C1NC(=O)c2c(sc3c2CCCC3)N1 (stereo not given) | -0.6 | 7 | -2.2 | . | 0.2 | 2 | . | -1 | -3
Cc1nc(Nc2ccc(S(N)(=O)=O)cc2)sc1-c1ccccc1 | -0.2 | -13 | -8.8 | 0.6 | -2.0 | 3 | 2 | -9 | 13
O=c1oc2ccc(NS(=O)(=O)c3cccc4cccnc34)cc2s1 | 1.0 | 1 | -0.3 | -4.6 | -0.5 | 4 | 0 | 3 | 1
COc1ccc([N+](=O)[O-])cc1NC(=O)C(C)OC(=O)C1CC(=O)N(Cc2ccco2)C1 (stereo not given) | -0.7 | -9 | i | 1.3 | 1.4 | . | -13 | 3 | -16
COc1ccc(C(=O)NC(=O)COC(=O)C2CC2C)cc1 (stereo not given) | -1.7 | -1 | 0.9 | -0.7 | -3.9 | . | -5 | 2 | 5
CCCCN1C(=O)C(CC(=O)NCCc2ccccn2)CC(C(=O)N2CCOCC2)=C1C (stereo not given) | . | 0 | -0.3 | 0.3 | -0.2 | . | 0 | -2 | .
COc1ccccc1Nc1nc(-c2sc(NC(=O)CC(C)C)nc2C)cs1 | -1.7 | -6 | -4.5 | 0.5 | 0.6 | 3 | -5 | -3 | 15
CC1=C(C(=O)N2CCN(C(=O)c3ccco3)CC2)C2(CCC(C)CC2)OC1=O (stereo not given) | -1.1 | -6 | i | -0.8 | -0.3 | -3 | 4 | -3 | -4
Cn1c(C(=O)O)c(C=O)c2ccccc21 | -0.7 | -4 | -0.6 | 0.4 | -0.6 | 3 | 1 | -4 | -3
O=C1CCC(=O)N1OCCCCOc1ccccc1 | -0.5 | 0 | -0.5 | . | 0.2 | -9 | 5 | -2 | -36
CCOC(=O)c1c(C)[nH]c(C(=O)N/N=C\c2ccccc2O)c1C | 37* | -2 | -0.5 | 1.4 | 2.3 | 1 | 9 | 5 | .
Cc1cc(NC(=O)COc2ccc(Cl)cc2Cl)n(CCC#N)n1 | 0.8 | 2 | i | . | -0.6 | 0 | 12 | 3 | -13
OC(Cc1cccc(Br)c1)c1ncc(-c2ccccc2C(F)(F)F)[nH]1 (stereo not given) | . | 3 | i | 1.1 | 0.1 | . | 6 | -6 | .
CCN1C(=O)C(=O)N(CC(=O)NC(C)CCc2ccccc2)C1=O (stereo not given) | 1.2 | -9 | -2.7 | -0.5 | 0.2 | . | 9 | -5 | 5
COc1ccc(CCN2CN(S(=O)(=O)c3ccccc3)c3nc4ccccc4nc32)cc1 | 2.4 | 0 | i | . | 1.5 | 3 | -7 | 0 | -9&-1
N#Cc1nc(Cc2cccc3ccccc23)oc1NCCCn1ccnc1 | 2.0 | 7 | 8.0 | . | 0.0 | 1 | 0 | -4 | 27
CCOC(=O)N1CCC(NC(=O)C2=CCN(S(=O)(=O)c3ccc(OC)cc3)CC2)CC1 | -0.4 | 6 | -2.3 | 1.1 | -0.1 | -2 | 1 | -5 | -4
O=C(c1ccccc1)c1ccc(Cn2cc(-c3ccccc3)nn2)cc1 | 723* | 42 | -0.3 | 1.8 | -0.3 | -1 | 12 | -7 | -16
CCOC(=O)[C@]12CCCC=C1N(Cc1ccco1)C(=O)[C@H](CC(=O)NCc1ccc(OC)c(OC)c1)C2 | . | . | . | -0.5 | 0.0 | . | 2 | 0 | .
COc1ccc(S(=O)(=O)N(C)CC(=O)Nc2c(F)cccc2F)cc1 | 0.2 | -9 | i | . | -0.4 | 1 | 5 | 1 | -5
Cc1cc(=O)n(CCC(=O)O)c2ccccc12 | 1.2 | -9 | . | . | -0.2 | 1 | 9 | -2 | 1
COc1ccc(CNC(=O)c2ccc(N3CCC4(CC3)CC(c3ccc(Cl)cc3)=NO4)c(NC(=O)c3ccccc3)c2)cc1 | -0.2 | 13 | i | 1.5 | -0.3 | . | -5 | 9 | -18
Cc1noc(C)c1S(=O)(=O)N1CCC(C(=O)N2CCN(c3ccc(Cl)cc3)CC2)CC1 | 1.5 | 4 | 5.3 | . | -0.9 | 9 | -1 | -4 | 0
COc1cc(CNc2ncnc3c2ncn3[C@H]2CN(Cc3ccc(F)cc3)C[C@@H](CO)O2)cc(OC)c1OC | . | 31 | i | 0.7 | -0.2 | . | 6 | -4 | .
Cc1ccc(C)c(S(=O)(=O)N2CCCOC2CNC(=O)C(=O)NCc2ccc3c(c2)OCO3)c1 (stereo not given) | 0.3 | -6 | -0.8 | 1.8 | -1.9 | 7 | 3 | 1 | 3
CC(=O)NCCC1CCN(c2nc3nonc3nc2N(C)Cc2ccccc2)CC1 | 0.2 | 3 | -0.5 | 0.4 | 0.9 | 0 | -11 | 2 | -3
CC1CCCC(C)N1C(=O)CN1C(=O)NC2(CCOc3ccccc32)C1=O (stereo not given) | 0.1 | 2 | i | -1.4 | . | . | -7 | . | -2
O=Cc1cn(CC(=O)N2CCOCC2)c2ccccc12 | -0.4 | -5 | -0.3 | -1.7 | -0.5 | 5 | 4 | -3 | -18
O=C(CSc1nc2ccccc2c(=O)n1-c1ccc(F)cc1)NC1CCS(=O)(=O)C1 (stereo not given) | -1.5 | 10 | -1.0 | 2.0 | 2.7 | . | 0 | 4 | 6
O=C(O)c1ccc(CCCc2ccccc2)cc1 | -0.3 | 8 | -0.1 | -3.4 | -0.2 | . | 7 | -5 | 9
CN(Cc1cc(-c2ccccc2)on1)C(=O)c1cc(COc2c(F)cccc2F)on1 | 0.5 | 29 | -0.3 | 0.9 | -0.5 | 0 | 2 | 0 | -3
O=C(O)c1ccccc1C(=O)Nc1cc(-c2ccccc2)[nH]n1 | 0.0 | 5 | i | 0.0 | -1.4 | -5 | -4 | -10 | 11
CC(=O)c1cnc(Nc2ccccc2)s1 | 0.3 | 0 | 4.2 | . | 0.0 | 0 | -9 | -1 | -8
COc1ccccc1/C=C1\Oc2cc(OC(=O)N3CCOCC3)ccc2C1=O | 0.4 | 0 | -0.7 | 0.7 | . | 1 | -3 | . | -9
CSc1ccc(Cl)c(C(=O)OCC(=O)NC2CC2)c1 | -0.8 | -7 | i | . | -0.9 | -3 | -10 | 4 | -15

These rows are one share of the data; rates above refer to the full screens.
